hIAP block: human IAP inhibition. P09923. inhibition, % at 10 µM. actives 0.12% (n = 330,000). purified IAP, CDP-Star luminescence, 30 min;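 active = inhibition reaching a set limit with compound at 10 µM in the primary screen, cut at about 35% in these data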;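 also: plate controls were DMSO wells with enzyme for no effect and no-enzyme buffer wells for full effect; values of inactives mirror those of a sister screen read the other way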
Target sequence (P09923 whole entry, looked up): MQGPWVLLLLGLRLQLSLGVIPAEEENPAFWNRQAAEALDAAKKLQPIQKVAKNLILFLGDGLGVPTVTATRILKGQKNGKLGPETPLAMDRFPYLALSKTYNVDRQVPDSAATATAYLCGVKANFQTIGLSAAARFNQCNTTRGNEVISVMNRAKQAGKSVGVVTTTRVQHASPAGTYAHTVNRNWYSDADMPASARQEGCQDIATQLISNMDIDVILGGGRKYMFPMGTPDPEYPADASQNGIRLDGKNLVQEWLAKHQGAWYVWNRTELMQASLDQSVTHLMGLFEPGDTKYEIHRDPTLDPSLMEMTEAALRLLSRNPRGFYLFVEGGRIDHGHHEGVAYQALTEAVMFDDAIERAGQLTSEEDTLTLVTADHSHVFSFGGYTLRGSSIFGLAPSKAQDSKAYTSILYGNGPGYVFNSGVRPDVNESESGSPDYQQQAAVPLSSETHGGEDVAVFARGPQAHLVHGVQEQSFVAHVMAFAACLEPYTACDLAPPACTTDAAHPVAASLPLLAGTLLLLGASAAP
NALP3 yeast inh: blocks the NALP3 inflammasome reconstituted in yeast | Yeast reconstituted NLRP3/ASC/caspase-1, beta-gal luminescence, 24 h | AID 2825 | actives 0.39% (n = 330,000) | inhibition, % at 10 µM;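 active = inhibition of 50% or more; inactive = inhibition below 50%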;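 also: plate controls were induced DMSO wells for no effect and uninduced yeast grown without galactose for full effect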
A3G deaminase: inhibitors of human APOBEC3G DNA deaminase; Q9HC16; recombinant A3G, ssDNA deamination FAM/TAMRA fluorescence; inhibition, % at 20 µM; actives 0.28% (n = 330,000); AID 493012;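 active = inhibition of at least 40% at 20 µM, with no more than 30% in the related APOBEC3A deaminase screen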;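 also: plate controls were DMSO wells with A3G for no effect and wells lacking A3G enzyme for full effect; some compounds called inactive have numbers as strong as hits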
Target sequence (Q9HC16 whole entry, looked up): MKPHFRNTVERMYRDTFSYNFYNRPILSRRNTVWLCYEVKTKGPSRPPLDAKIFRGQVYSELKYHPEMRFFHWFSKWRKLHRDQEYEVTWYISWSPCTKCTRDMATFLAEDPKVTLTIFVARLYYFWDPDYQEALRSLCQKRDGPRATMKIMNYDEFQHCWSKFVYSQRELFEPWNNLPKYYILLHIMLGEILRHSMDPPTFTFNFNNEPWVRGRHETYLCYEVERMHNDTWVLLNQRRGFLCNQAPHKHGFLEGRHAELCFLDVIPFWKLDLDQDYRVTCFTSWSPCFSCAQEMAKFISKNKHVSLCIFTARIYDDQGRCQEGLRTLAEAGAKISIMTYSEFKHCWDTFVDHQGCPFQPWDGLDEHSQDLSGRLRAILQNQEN
mIAP activ: increases mouse intestinal alkaline phosphatase activity; muIAP, CDP-Star luminescence, 30 min; active compounds read high; 1 = vehicle-only enzyme signal, 0 = enzyme-free wells; actives 0.24% (n = 330,000); AID 2805; activation factor at 10 µM;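 active = activation factor of at least 2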; also: the source names both 10 and 20 µM as test concentration; values of inactives mirror those of a sister screen read the other way
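also added = chemiluminescent substrate CDP-Star | test system = mouse IAP enzyme | signal = chemiluminescence readout | compound = DMSO-dissolved test compounds | incubation = 30 min at room temperature | benchmarks = DMSO wells, no-enzyme wells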
TIM10 inh: TIM10 yeast growth inhibition; inhibition, % at 10 µM; actives 1.4% (n = 330,000); S. cerevisiae TIM10 strain growth, BacTiter-Glo luminescence, 24 h;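 active = inhibition of 40% or more at the single tested concentration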;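 also: wild-type TIM10 isogenic control strain grown at permissive 25 °C; 0% = DMSO yeast wells and 100% = minimal medium wells without yeast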
A3A deaminase: inhibitors of human APOBEC3A DNA deaminase | P31941 | recombinant A3A, FAM/TAMRA ssDNA deamination fluorescence | inhibition, % at 20 µM | actives 0.41% (n = 330,000) | AID 493011;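 active = at least 40% inhibition at 20 µM here, with at most 30% in a related deaminase screen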;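 also: plate controls were A3A with DMSO for no effect and wells lacking A3A enzyme for full effect; some results filed as inactive read as strong as hits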
tim10-1 inh: inhibits growth of tim10-1 mutant yeast | S. cerevisiae tim10-1 ts strain growth, BacTiter-Glo, 24 h | inhibition, % at 20 µM | actives 2.2% (n = 330,000) | AID 463190;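 active = inhibition of at least 40%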;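 also: mutant grown at 25 °C; 0% = DMSO wells with yeast and 100% = wells holding no yeast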
mIAP block: mouse IAP inhibition. purified mouse IAP, CDP-Star luminescence, 30 min. inhibition, % at 10 µM. actives 0.2% (n = 330,000). AID 2806;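 active = inhibition of at least 40% at 10 µM in the primary screen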;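 also: plate controls were DMSO with enzyme for no effect and no enzyme wells for full effect; values of inactives mirror those of a sister screen read the other way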
beta cell repl: MIN6 beta-cell proliferation induction | MIN6 cells proliferation, ATPlite luminescence, 48 h; cells starved in 0.2% serum; 100% = growth in 10% serum | proliferation, % at 10 µM | actives 0.29% (n = 330,000);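 active = compounds whose signal lies at least 3.5 SD above the mean of all wells on their plate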;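 also: 0% = DMSO-treated cells in low-serum medium and 100% = 10% serum control; some compounds called inactive have numbers as strong as hits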
Starred values were filed as active, the others as inactive.

SMILES	hIAP block	NALP3 yeast inh	A3G deaminase	mIAP activ	TIM10 inh	A3A deaminase	tim10-1 inh	mIAP block	beta cell repl
C=CCN1CC(c2nc3ccccc3n2CCOc2ccccc2)CC1=O (stereo not given)	-12	-14	0	1.1	-7	0	10	-8	0
CC(C)Sc1nnc(-c2c[nH]c3ccccc23)n1C	11	21	-7	1	-12	-2	0	-3	-2
COn1c(-n2nc(C)cc2C)nc2ccccc2c1=O	-16	27	0	1	-4	2	0	-4	1
COC(=O)c1c(O)c2ccccc2[nH]c1=O	-30	14	-2	1	27	0	-7	-2	-4
N#CCC(=O)N/N=C/c1ccc(OCc2ccccc2)cc1	-14	23	-3	1	8	6	25	-2	-3
COC(=O)C1=C(C(=O)OC)C2(OC1c1cccc(F)c1)C(=O)c1ccccc1C2=O (stereo not given)	-11	13	6	1.1	2	0	26	-8	-2
COc1ccc(C(=O)NNC(=O)CCCCC(=O)NNC(=O)c2ccc(OC)cc2)cc1	-56	8	-4	0.88	2	3	-10	12	0
CC12CCC(=O)N1C(C(=O)Nc1cccc(S(=O)(=O)N3CCCCC3)c1)CS2 (stereo not given)	6	11	-4	1.1	5	4	-7	-7	1
O=C(Cn1c(=O)n(-c2ccccc2)c(=O)c2sccc21)NCc1ccccc1	4	4	-1	0.94	1	3	-7	6	-2
COc1ccc(CCN2C(=O)CC(NCCc3ccc(S(N)(=O)=O)cc3)C2=O)cc1OC (stereo not given)	-5	-14	0	0.99	9	1	7	1	4
CC(C)C[C@H](NC(=O)C1CC(=O)N(c2ccc3c(c2)OCO3)C1)C(=O)NCc1ccco1 (stereo not given in full)	-5	2	16	1	-7	25	-3	-2	0
Cc1ccc(OCc2n[nH]c(=S)n2-c2ccccc2)cc1	-5	8	9	1	17	-2	6	-5	1
CC(C)(C)OC(=O)NCC1CCN(S(=O)(=O)Cc2ccccc2)CC1	-6	2	-3	1.1	-1	2	12	-6	0
O=C1CN(C(=O)c2cccc(S(=O)(=O)N3CCCC3)c2)c2ccccc2N1	-8	-1	-5	1.1	-6	-8	-6	-7	-4
O=C(N/N=C/c1cccnc1)c1ccc(CN2c3cccc4cccc(c34)S2(=O)=O)cc1	-8	6	-3	0.93	8	-5	8	7	0
COc1ccc(-c2c(-c3cc(OC)cc(OC)c3)n(C)c3ccc(-c4ccc(OC)nc4)cc23)cc1	-4	5	-9	0.92	-7	-5	-1	8	-6
O=Cc1cn(-c2ccccc2)nc1-c1ccc(F)cc1	9	40	-6	1	-5	-2	-9	0	-2
Cc1ccc(CN2CCCN(Cc3cc(C)ccc3C)S2(=O)=O)cc1	-2	18	-4	0.92	-3	-1	19	8	-7
CCOC(=O)C1CCN(c2c(C(=O)c3ccccc3)cnc3ccc(Cl)cc23)CC1	8	-2	-7	0.81	21	-3	32	19	-6
NC(=O)CSc1nc2cc(Cl)ccc2c(=O)n1C1CCCCC1	-7	8	-7	1	6	-2	0	0	-1
O=C(O)c1cc(O)ccc1N=Nc1ccccc1	12	9	-3	0.98	-9	-1	1	2	0
O=C(NCc1ccccc1F)C1CCCN1C(=O)Nc1ccc(Cl)cc1 (stereo not given)	1	0	-6	1	-5	0	-12	-5	-2
O=C(O)c1cccc(NC2=C(N3CCOCC3)C(=O)c3ccccc3C2=O)c1	6	-21	-2	1	-6	-9	-14	-3	-1
COc1ccc(C2Nc3cccc4cccc(c34)N2)cc1Br	3	11	2	0.94	26	-1	23	6	-7
COc1ccc(-c2[nH]ncc2CN2CCCN(c3ccccc3)CC2)c(F)c1	-11	9	-4	0.95	-16	3	3	5	-4
CCCNC(=O)Cn1c2ccccc2c2nc(=O)cc(C)n21	27	16	-10	0.99	1	0	-14	1	0
O=C(Cc1cn2ccsc2n1)Nc1ccccn1	2	9	-5	0.99	-5	-2	-10	1	-2
Cn1c(SCc2c(F)cccc2Cl)nnc1-c1cccs1	10	23	-7	0.98	21	-5	27	2	2
COc1ccc(/C=N/Nc2nnc(C)n2N)cc1OC	-1	-3	-5	1	-12	-1	13	-3	-2
Cc1cc(NC(=O)C2CCCN(S(=O)(=O)c3cnc[nH]3)C2)ccc1Br (stereo not given)	-1	9	-5	1	2	0	-20	-2	-2
CCN(CC)CCOc1nnc(-c2ccc(C)cc2)c2ccccc12	-6	16	-8	1.1	-4	-4	5	-6	-2
Cc1cc(C)nc(NS(=O)(=O)c2ccc(Br)cc2)n1	0	2	-6	1.1	-8	-4	26	-13	1
CCN(CC)C(=O)C(C)OC(=O)c1ccc(O)cc1 (stereo not given)	15	5	-2	1	4	-3	11	0	-4
Cc1ccc2[nH]cc(CCNC(=O)c3ccc4c(c3)OCO4)c2c1	0	16	-4	1	8	-5	9	0	-1
CCOCCCNC(=S)NC1CC2CCC(C1)N2Cc1ccccc1 (stereo not given)	-1	14	1	1	0	-1	7	-2	1
Nc1cc(C(=O)O)ccc1N1CCCCC1	-4	24	1	1	6	1	2	-2	5
N=C1/C(=C\c2ccc(SCc3ccccc3)o2)C(=O)N=C2SC=NN12	2	33	-3	0.88	12	2	26	12	-1
CC(=O)c1ccc(N2CCN(S(=O)(=O)c3cn(C)c(C)n3)CC2)cc1	15	11	-8	0.95	9	-4	5	5	0
OCCNCCCOc1cc(Cl)ccc1Cl	9	25	-4	1	11	1	5	-3	-1
CCOC(=O)c1c(C)[nH]c(C(=O)COC(=O)CSCC(=O)N(CC)CC)c1C	-8	3	2	1	7	3	25	-1	3

The closing 5 entries of the section above come first, to join the parts:
SMILES	hIAP block	NALP3 yeast inh	A3G deaminase	mIAP activ	TIM10 inh	A3A deaminase	tim10-1 inh	mIAP block	beta cell repl
Nc1cc(C(=O)O)ccc1N1CCCCC1	-4	24	1	1	6	1	2	-2	5
N=C1/C(=C\c2ccc(SCc3ccccc3)o2)C(=O)N=C2SC=NN12	2	33	-3	0.88	12	2	26	12	-1
CC(=O)c1ccc(N2CCN(S(=O)(=O)c3cn(C)c(C)n3)CC2)cc1	15	11	-8	0.95	9	-4	5	5	0
OCCNCCCOc1cc(Cl)ccc1Cl	9	25	-4	1	11	1	5	-3	-1
CCOC(=O)c1c(C)[nH]c(C(=O)COC(=O)CSCC(=O)N(CC)CC)c1C	-8	3	2	1	7	3	25	-1	3
Cn1c(CCNC(=O)c2ccco2)nc2cc(NS(=O)(=O)c3ccccc3)ccc21	-6	2	-1	1.1	-8	1	5	-10	-1
O=[N+]([O-])c1cccc(NC(=S)NCc2ccncc2)c1	-22	13	-1	1	5	0	10	-2	-2
CCOc1ccccc1N1CC(C(=O)Nc2c(C)n(C)n(-c3ccccc3)c2=O)CC1=O (stereo not given)	14	18	-4	0.97	-2	-2	10	3	-3
C=CCN=C(C)C1=C(O)C(C)OC1=O (stereo not given)	7	-10	-8	1.1	-2	2	-8	-11	-3
O=C(N/N=C/c1ccc(Br)s1)c1cccs1	-10	24	-6	1	35	-1	19	-4	1
CC1(C)CC(=O)c2c(-c3cccnc3)n[nH]c2C1	20	4	-13	0.91	7	-4	9	9	4
CC(C)C(C(=O)NCC1CCCO1)N(Cc1ccco1)C(=O)CNS(=O)(=O)c1ccc(F)cc1 (stereo not given)	5	6	-4	0.95	10	-4	9	5	-2
COc1ccc(NS(=O)(=O)c2ccc(Oc3c(C#N)cccc3C#N)cc2)cc1	-10	19	-9	0.95	13	-4	-29	5	-4
Cc1ccc(-c2nn(CCC(=O)NCC3CCCO3)c(=O)c3ccccc23)cc1 (stereo not given)	-17	18	0	0.94	15	1	23	6	0
O=C(Nc1ccccc1)c1ccc(S(=O)(=O)Nc2cccc(O)c2)cc1	40*	20	-3	0.99	1	0	-6	1	1
Cc1ccccc1C1NS(=O)(=O)N=C1N (stereo not given)	4	8	-4	0.96	11	2	15	4	-3
C=CCNc1oc(C2CCCC2)nc1C#N	-12	16	-6	1	0	0	-2	0	2
Cc1nc(SCC(=O)Nc2nc3ccccc3s2)n[nH]1	-3	10	0	0.78	4	2	5	22	-3
O=C(O)c1ccc(-n2cccc2/C=N\NC(=O)c2cc3cc(Br)ccc3o2)cc1	-3	1	71	0.76	-2	94	-3	24	-3
CC(=O)NC(Cc1cc(C)ccc1C)C(=O)N1CCN(C(=O)Nc2ccc(C(C)=O)cc2)CC1 (stereo not given)	22	2	-7	0.95	4	5	-2	5	-1
O=C1C2C3C=CC(C4CC34)C2C(=O)N1/N=C/c1ccc(-c2ccc(Cl)cc2[N+](=O)[O-])o1 (stereo not given)	1	11	-7	0.95	5	0	27	5	-2
COc1cccc(C(=O)NN2CC(O)=C(c3nc4ccccc4n3C)C2=N)c1	-25	3	-1	1	-2	2	9	-5	2
COc1ccc2cc([C@H](C)C(=O)N(C)Cc3ccccc3N3CCCC3)ccc2c1	-9	26	-9	0.94	-69	-3	-65	6	-3
CCOC(=O)c1cnn2c(N)c(C#N)cnc12	-2	-10	-1	1.1	-23	-7	8	-12	0
COc1cc2c(cc1NC(=O)CN(C)Cc1cccc(OC)c1OC)oc1ccccc12	-25	15	-5	1.1	3	0	2	-12	-4
CCOC(=O)C1CCN(S(=O)(=O)c2ccc(Cl)cc2OC)CC1	-3	17	-7	1	9	0	17	-1	4
COc1ccc(/C=C/C(=O)c2sc(-c3ccccc3)nc2C)cc1	4	16	2	1.1	13	4	34	-10	-4
COC(=O)c1ccccc1NS(=O)(=O)c1ccc(NC(C)=O)cc1	0	22	2	1.1	-4	3	7	-6	-3
CN(Cc1cnccn1)C(=O)CC1C(=O)NCCN1Cc1c(F)cccc1Cl (stereo not given)	-7	-11	0	1	-13	5	0	-1	4
COC(=O)c1cc2nc(-c3ccccc3)cc(C)n2n1	-22	11	-1	1.1	10	0	-4	-8	-1
CCN(CC)S(=O)(=O)c1cc(NS(=O)(=O)c2cccc(C(=O)O)c2)ccc1C	2	11	-1	1.1	16	2	11	-7	0
Cc1ccc(-n2c(O)c(C=Nc3ccccc3-c3n[nH]c(=S)[nH]c3=O)c3ccccc3c2=O)cc1C	-4	23	1	0.81	15	-1	19	19	-5
O=c1oc(-c2cccs2)nc2scc(-c3cccs3)c12	22	5	-5	0.86	13	-2	7	14	-3
C=CCn1c(N)nc2ccccc21	-7	19	-3	1	-2	2	0	-1	1
CCCCC(=O)NC(c1ccc([N+](=O)[O-])cc1)c1c(O)ccc2ccccc12 (stereo not given)	1	20	-4	0.98	17	1	38	2	0
CCN1CC(CNC(=O)c2ccc3nc(Cc4cccc(Cl)c4)oc3c2)CC1=O (stereo not given)	8	2	-5	0.92	-6	-3	20	8	0
CN(CCNC(=O)c1cccc(N2CCCC2=O)c1)Cc1ccccc1	0	6	-3	1.1	-8	-2	10	-7	-3
COc1cc(S(=O)(=O)NC2CCCCC2C)ccc1-n1cnnn1 (stereo not given)	0	9	4	1	8	2	6	0	7.6*
O=c1[nH]ccc2c([N+](=O)[O-])cccc12	6	20	-1	0.95	9	0	2	5	-1
Cc1ccc(Nc2nnc(SCC(=O)c3c(N)n(C4CC4)c(=O)[nH]c3=O)s2)cc1C	-7	18	-6	1.3	2	-3	-6	-33	-7
CCCn1c2ccccc2c2cn[nH]c(=O)c21	-3	16	-4	0.99	-15	-3	25	1	3
Cc1cc(OCC(=O)N(Cc2cccs2)C2CCS(=O)(=O)C2)ccc1Cl (stereo not given)	10	-2	2	1	0	1	21	-4	0
Cc1cc(C(=O)N/N=C2\CC(=O)CC(C)(C)C2)c(C)n1-c1ccc(F)cc1	-4	11	-3	0.9	-1	-3	7	10	0

From PubChem
